D1 antagonist = human D1 dopamine receptor antagonism | P21728 | HEK293 TREx D1 cells, calcium flux, dopamine EC80; stronger effect = lower value | activity change, negative = inhibition, % at 10 µM | 3.2% of 360,000 active | AID 504652; in the data active = activity change below about -30%; also: % is scaled to controls: 0 for no effect and ±100 for the full control effect
Target sequence (P21728 whole entry, looked up): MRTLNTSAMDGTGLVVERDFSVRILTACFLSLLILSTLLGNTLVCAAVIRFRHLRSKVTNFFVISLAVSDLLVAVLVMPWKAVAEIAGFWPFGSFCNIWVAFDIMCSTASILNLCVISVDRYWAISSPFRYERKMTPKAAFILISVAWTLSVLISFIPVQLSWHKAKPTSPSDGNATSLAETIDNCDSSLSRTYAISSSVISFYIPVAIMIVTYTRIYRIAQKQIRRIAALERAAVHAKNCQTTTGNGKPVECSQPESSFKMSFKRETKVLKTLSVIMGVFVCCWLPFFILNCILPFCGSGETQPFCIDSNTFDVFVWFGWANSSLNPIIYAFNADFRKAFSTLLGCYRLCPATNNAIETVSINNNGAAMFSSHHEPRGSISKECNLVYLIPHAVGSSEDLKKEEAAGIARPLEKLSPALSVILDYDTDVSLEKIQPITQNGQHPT
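Using tetracycline-induced force-coupled D1 Hek293 cells and a calcium dye, signals were followed for 180 s after compound, then for 180 s after EC80 dopamine, to detect inhibitors.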
RXFP1 ag = RXFP1 (human) receptor agonism; AID 2676; Q9HBX9; HEK293T-RXFP1 cAMP TR-FRET, 30 min; response scale: percent of porcine relaxin response, buffer zero; 0.3% of 370,000 active; Potency, µM (doses to about 57.5 µM), for inactives: at the top dose activation, hits mostly activators; also: potency is read from the fitted curve at half-maximal effect; % is scaled to controls: 0 for no effect and ±100 for the full control effect; nearly all actives have a fitted effect of over 60% in size; many of its hits are not listed in these tables
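cAMP rise read by TR-FRET after 30 min, 37C compound exposure (up to 58 uM) in RXFP1-transfected HEK293 cells with Ro 20174 present. EC50 from Hill-equation fits, with 29 nM porcine relaxin as 100% and buffer as basal.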
D2 potentiator = positively modulates the human D2 dopamine receptor allosterically; AID 485347; 0.34% of 340,000 active; HEK293 T-REx D2, calcium flux, EC20 dopamine potentiation; P14416; potentiation, % at 10 µM;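 active = potentiation over 3 SD above the plate norm, cut at about 30% in these data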; also: 0% is about no effect
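Potentiation of an EC20 dopamine calcium response is measured in a force-coupled, tetracycline-inducible Hek293 Trex D2 line. Compound-only kinetic reads over 180 s flag agonists before dopamine addition.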
D1 ag = agonists of human D1 dopamine receptor; HEK293 T-REx D1 cells, calcium flux, agonist mode; 1% of 360,000 active; activation, % at 2 µM; P21728; in the data active = activation above about 30%; also: 0% is about no effect
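Inducible HEK293 T-REx D1 cells, force-coupled to calcium signalling, were plated at 4000 cells/well with tetracycline and held overnight at 30 C. After no-wash calcium dye loading, compound-evoked calcium rise over 180 s flagged agonists.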
RXFP1 antagonist = antagonists of human relaxin receptor RXFP1 | Q9HBX9 | 0.59% of 350,000 active | activity change, negative = inhibition, % at 57.5 µM | HEK293-RXFP1, relaxin-stimulated cAMP HTRF, 30 min; stronger effect = lower value;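 active = activity change of -60% or lower, but not beyond a set lower limit; inconclusive = change between -60% and -40%, or beyond the set limit; inactive = change above -40%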; also: % is scaled to controls: 0 for no effect and ±100 for the full control effect
D1 potentiator = human D1 dopamine receptor positive modulation | P21728 | HEK293 TREx D1 cells, calcium flux, dopamine EC20 potentiation | potentiation, % at 10 µM | 0.036% of 360,000 active; in the data active = potentiation above about 30%; also: 0% is about no effect
Anesthetic bind = binds horse apoferritin like a general anesthetic | P02791 | apoferritin/1-aminoanthracene competitive binding, fluorescence | Potency, µM (highest dose often 77.5 µM), inactives show at the top dose activity change, negative = displacement, most hits filed as inhibitors | 0.074% of 350,000 active; also: potency is read from the fitted curve at half-maximal effect; % is scaled to controls: 0 for no effect and ±100 for the full control effect; nearly all actives have a fitted effect of over 20% in size
Target sequence (P02791 2-175 limits assumed): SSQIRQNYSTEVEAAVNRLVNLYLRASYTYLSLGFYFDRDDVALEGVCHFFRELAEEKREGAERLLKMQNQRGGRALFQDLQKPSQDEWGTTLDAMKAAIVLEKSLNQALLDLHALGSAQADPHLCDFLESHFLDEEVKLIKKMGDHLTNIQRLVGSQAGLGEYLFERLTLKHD
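Steps: apoferritin (10 uM) was premixed with half-saturated 1-AMA in PBS, compounds were pin-transferred, plates stood 10 min at room temperature, fluorescence was read at 380/535 nm, and curves were fitted with a Hill equation.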
TRHR enhancer = allosterically enhances the human TRH receptor | P34981 | TRHR cells, fluo-8 calcium fluorescence, EC20 TRH enhancement | enhancement, % at 2 µM | 0.66% of 360,000 active; in the data active = enhancement above about 30%; also: 0% is about no effect
Target sequence (P34981 whole entry, looked up): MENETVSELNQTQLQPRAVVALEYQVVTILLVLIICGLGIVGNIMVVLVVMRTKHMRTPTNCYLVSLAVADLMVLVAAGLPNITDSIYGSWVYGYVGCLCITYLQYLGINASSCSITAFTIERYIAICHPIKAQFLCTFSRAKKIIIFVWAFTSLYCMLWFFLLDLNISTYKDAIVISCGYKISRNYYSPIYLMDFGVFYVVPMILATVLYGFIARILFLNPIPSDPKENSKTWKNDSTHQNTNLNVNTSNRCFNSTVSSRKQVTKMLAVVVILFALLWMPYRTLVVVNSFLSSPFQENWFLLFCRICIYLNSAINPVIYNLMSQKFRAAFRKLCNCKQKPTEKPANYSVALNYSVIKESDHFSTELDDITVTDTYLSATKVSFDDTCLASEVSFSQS
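Enhancer read-out: after compound pinning and an initial kinetic agonist-mode read, an EC20 of TRH (10 nM final) was injected and fluo-8 calcium signal (Ex 480/Em 530) followed at 1 s/cycle for 100 cycles in TRHR-expressing cells.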
TRHR ag = agonists of human TRH receptor; P34981; activation, % at 2 µM; 0.18% of 360,000 active; TRHR cells, calcium flux fluo-8, FDSS agonist mode; AID 493084; in the data active = activation above about 30%; also: 0% is about no effect
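Fluo-8-loaded TRHR cells; 10 s baseline, compound added, kinetic Ca2+ fluorescence read 1/s, agonist mode.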
* marks the source's active call; other numbers are inactive results; ? = inconclusive; · = not tested or not shown; & = joins results of further samples. Unless noted, calls follow the shape of the dose curve; as a rule, active = well fitted curve in the direction sought with a large enough effect; inconclusive = small, poorly fitted or top-dose-only effect, or another doubt; inactive = no such curve, though single readings can be large; an effect the other way counts as inactive or inconclusive. An excerpt (hit frequency here may not be typical).

Results follow in this order: D1 antagonist | RXFP1 ag | D2 potentiator | D1 ag | RXFP1 antagonist | D1 potentiator | Anesthetic bind | TRHR enhancer | TRHR ag
- CCN(CC)S(=O)(=O)c1ccc2c(c1)nc(CN(C)C(=O)Nc1ccc(Cl)cc1)n2C
  -30.4* | 1.1% | -4.3 | -1.5 | · | 0.4 | -15.1% | 7.1 | 0.3
- Cc1noc(C)c1COc1ccc(C(=O)NNC(=O)c2ccccc2)cc1
  0.1 | 3.1% | -0.9 | 0.2 | 8.3 | 1.4 | · | 5.3 | 0.2
- Cc1cc(C)n2nc(S(=O)(=O)NC3CCCCC3)nc2n1
  -2.1 | 4.3% | 4.1 | -1.8 | · | 0.6 | 2.9% | 25.5 | 0.4
- Cc1ccc(NC(=S)NCC2CCCO2)cc1C (configuration not stated)
  -1.5 | 0.3% | -5.7 | 1.2 | 0.1 | -4.0 | 2.3% | -5.4 | -1.3
- Cc1cccc(NC(=O)c2nc[nH]c2C(=O)N[C@@H](C)c2ccccc2)c1
  · | 0.0% | 9.4 | -1.3 | · | 2.8 | · | -2.9 | 0.1
- COc1ccc(OCc2nnnn2-c2ccccc2)cc1
  -10.7 | 0.5% | 1.3 | 1.4 | -19.6 | -0.9 | -13.0% | 0.8 | -0.2
- CCOC(=O)c1c(C)[nH]c(C)c1S(=O)(=O)NCC(=O)Nc1cccc(C#N)c1
  6.8 | 0.3% | · | 1.9 | -6.1 | 5.2 | 1.0% | -3.5 | 0.2
- COC(=O)c1c(NC(=O)C(C)(C)C)csc1C
  17.5 | 0.0% | 0.6 | 0.1 | -3.6 | 1.9 | 3.5% | -0.9 | -1.0
- O=C(NCCCN1CCCC1)c1ccc2c(c1)N(Cc1ccccc1F)C(=O)c1ccccc1S2(=O)=O
  3.5 | 3.7% | 0.8 | 0.8 | -14.5 | -3.0 | -8.0% | 2.9 | 0.4
- O=C(C[n+]1cc(-c2ccc(Br)cc2)n2c1CCCCC2)c1ccccc1
  10.0 | 2.3% | -4.4 | 0.4 | 8.9 | 8.4 | -22.0% | 0.5 | 0.2
- C[C@@H]1CN(C(=O)c2cc(COc3cccc(C(F)(F)F)c3)on2)C[C@H](C)O1
  -3.3 | 0.7% | 3.1 | 7.3 | -5.0 | -8.6 | 4.9% | 4.4 | 0.4
- COc1cccc(/C=C/C(=O)Nc2ccc3nc(N4CCN(C)CC4)cc(C)c3c2)c1OC
  -5.3 | 0.0% | 17.0 | 7.3 | -10.8 | -1.0 | ? | 3.6 | -0.1
- CCC(=O)Nc1ccc(Cl)c(NC(=O)c2c(OC)cccc2OC)c1
  10.0 | 0.7% | 1.4 | 1.3 | 3.7 | 4.3 | -7.5% | 2.5 | 0.0
- Cc1ccc2cc(C)c(SCC#N)nc2c1
  -3.3 | 1.2% | 0.9 | 6.4 | -3.2 | -6.1 | -13.9% | -6.7 | -1.2
- CCOC(CNC(=O)CN1C(=O)COc2ccc(S(=O)(=O)N3CCCC3)cc21)OCC
  -0.4 | 0.3% | -2.9 | 2.6 | 7.2 | 0.6 | 0.2% | -7.8 | 0.2
- CCN1CCN(C(c2cccs2)C(C)NC(=O)c2cccc(OC)c2)CC1 (configuration not stated)
  -1.3 | -0.9% | 3.4 | 4.7 | -4.4 | 5.8 | -4.4% | 1.1 | 0.1
- CC1CCN(c2ncnc3c2cnn3-c2ccc(F)cc2)CC1
  4.2 | -0.8% | 17.5 | -2.6 | -13.1 | 2.2 | 0.6% | 4.1 | -0.7
- CCOC(=O)c1cc(-c2ccc(C)o2)n[nH]1
  -5.5 | 1.0% | -14.6 | 4.5 | -18.8 | -5.1 | 1.5% | -1.0 | -0.1
- CCOc1ccc(-c2c(C(=O)N/N=C/c3cccnc3)nnn2-c2nonc2N)cc1
  5.2 | 0.7% | -4.5 | -0.7 | 7.3 | -4.0 | 0.4% | 4.8 | -0.5
- CC1(C)CC(N=c2cc(-c3ccccc3)oc3ccc(Cl)cc23)CC(C)(C)N1
  -68.8* | -4.6% | 5.0 | 67.4* | -32.2 | -10.6 | -19.2% | -3.0 | -0.4

Overlap with the part before: four entries; new compounds follow.
Results follow in this order: D1 antagonist | RXFP1 ag | D2 potentiator | D1 ag | RXFP1 antagonist | D1 potentiator | Anesthetic bind | TRHR enhancer | TRHR ag
- CC1CCN(c2ncnc3c2cnn3-c2ccc(F)cc2)CC1
  4.2 | -0.8% | 17.5 | -2.6 | -13.1 | 2.2 | 0.6% | 4.1 | -0.7
- CCOC(=O)c1cc(-c2ccc(C)o2)n[nH]1
  -5.5 | 1.0% | -14.6 | 4.5 | -18.8 | -5.1 | 1.5% | -1.0 | -0.1
- CCOc1ccc(-c2c(C(=O)N/N=C/c3cccnc3)nnn2-c2nonc2N)cc1
  5.2 | 0.7% | -4.5 | -0.7 | 7.3 | -4.0 | 0.4% | 4.8 | -0.5
- CC1(C)CC(N=c2cc(-c3ccccc3)oc3ccc(Cl)cc23)CC(C)(C)N1
  -68.8* | -4.6% | 5.0 | 67.4* | -32.2 | -10.6 | -19.2% | -3.0 | -0.4
- O=C(c1ccccc1)n1nc(-c2ccccc2)nc1NCc1ccco1
  9.4 | -0.6% | -4.5 | 7.9 | · | -6.2 | -15.0% | -3.6 | 0.6
- Cc1cccc(N2CCN(C(=O)Cc3ccc(-n4c(=O)[nH]c5ccsc5c4=O)cc3)CC2C)c1 (configuration not stated)
  -10.5 | 0.2% | -1.6 | 0.2 | -4.7 | 3.9 | -16.7% | 4.8 | 0.5
- COc1cccc(-n2c(=O)c3sc4ccccc4c3n(Cc3c(F)cccc3Cl)c2=O)c1
  -18.8 | 0.0% | 1.8 | 1.0 | · | -2.0 | -4.0% | -6.0 | 0.1
- CCCCNC(=O)c1onc(CSc2ccccc2)c1C(=O)NCCCC
  -0.9 | -0.1% | 13.8 | 5.8 | · | -2.0 | · | 0.3 | 0.6
- N#CC1=C(N)OC2=C(C(=O)CCC2)C1c1cc2c(cc1Cl)OCO2 (configuration not stated)
  -9.6 | 0.3% | 1.1 | 7.3 | 1.6 | -2.6 | -5.0% | 2.4 | -0.4
- CCOc1ccc(N(CC(=O)NC(C)CC)S(C)(=O)=O)cc1 (configuration not stated)
  -2.9 | -1.0% | -2.8 | 1.6 | 11.6 | -4.9 | -12.0% | -3.7 | 0.2
- O=C(N/N=C/c1ccc([N+](=O)[O-])s1)c1ccccc1
  20.5 | -2.4% | · | 7.3 | -4.5 | -1.9 | -2.1% | -3.0 | -0.9
- COc1ccccc1C(=O)C1CCCN(C(=O)c2ccccc2C(C)=O)C1 (configuration not stated)
  6.2 | -0.1% | 17.8 | -1.0 | 1.0 | -4.0 | -11.9% | 0.0 | 1.8
- Cc1ccc(N=Nc2c(N)[nH]n3c(=O)cc(C)nc23)cc1
  -1.7 | -2.8% | 1.5 | 1.1 | -4.5 | 2.1 | -12.3% | 6.4 | 0.2
- Cc1cccn2cc(CNC(=O)CC3CCCC3)nc12
  -16.0 | 3.2% | 14.7 | 1.1 | -3.3 | -0.7 | -7.7% | 0.0 | -0.3
- COc1cc(NS(=O)(=O)c2cc(Br)cc3c2N(C(=O)C2CC2)CC3)cc(OC)c1
  0.7 | -0.4% | 16.9 | 3.2 | -27.3 | -2.5 | -4.5% | -4.7 | 0.4
- CCN(CC)S(=O)(=O)c1ccc(N2CCOCC2)c(NC(=O)c2ccc(NC(C)=O)cc2)c1
  -3.3 | 0.0% | 2.1 | 3.6 | -3.3 | 3.1 | 1.4% | 10.8 | -0.5
- CC1CCCCC1NC(=O)Cn1cnc2ccccc2c1=O (configuration not stated)
  14.5 | 5.8% | -1.9 | 0.4 | -11.7 | -2.9 | -16.8% | -8.8 | -0.1
- CCOC(=O)c1cc(-c2c(Cl)cccc2Cl)no1
  10.4 | 1.8% | -3.5 | 1.9 | -22.0 | 4.0 | -3.0% | -3.6 | -2.2
- COc1ccc(CCNC(=O)CSc2nc(C)nc3c2c(=O)n(C)c(=O)n3C)cc1OC
  4.5 | -1.4% | -3.2 | 4.8 | -11.9 | -1.4 | 1.2% | 45.3* | 0.2
- CC(=O)c1ccc(NC(=O)CNCc2cccs2)cc1
  -4.7 | 5.2% | 0.2 | 3.9 | 5.3 | -2.6 | 3.4% | -3.2 | 0.2
- CCc1ccc(NC(=O)CCn2c(=O)c3cccn3c3ccccc32)cc1
  3.9&7.1 | -0.7%&0.7% | -26.7&5.6 | 3.8&10.2 | -12.3&-38.0 | 16.9&-3.8 | -10.8%&-1.4% | 10.5&-6.2 | 0.0&0.1
- O=C(/C=C/c1ccccc1)NCC1(c2ccccc2)CCOCC1
  6.9 | 2.3% | 12.1 | 2.9 | 12.2 | -1.6 | -9.2% | 23.0 | -0.5
- CCC(C)N(C(=O)COC(=O)c1nc2nc(C)cc(C)n2n1)C1CCS(=O)(=O)C1 (configuration not stated)
  12.0 | -0.2% | -3.9 | 1.2 | -4.0 | -4.2 | · | 6.4 | 0.5
- Cc1ccc2c(c1)N(C(=O)CCC(=O)N1CCC(C(N)=O)CC1)CC(C)O2 (configuration not stated)
  12.3 | 3.4% | -1.8 | 3.6 | 5.4 | -3.8 | -12.6% | -0.2 | 0.4
- Cn1cc(CN2CCN(Cc3cccnc3)CC2)c(-c2ccc3c(c2)OCCO3)n1
  6.2 | 1.2% | 4.8 | -0.9 | -2.4 | -4.2 | -10.2% | 15.7 | -0.2
- COc1ccc(S(=O)(=O)Nc2cc(SCC(=O)O)c(O)c3ccccc23)cc1
  -8.0 | 1.9% | 2.0 | 3.1 | -1.2 | 6.8 | 7.7% | 8.5 | -0.6
- C=CCN=c1scc(-c2ccco2)n1/N=C/c1ccc(O)c(O)c1O
  -7.8 | 3.7% | -34.1 | 1.3 | ? | 0.7 | -3.0% | 11.6 | 0.3

Already shown: three of the compounds above.
Results follow in this order: D1 antagonist | RXFP1 ag | D2 potentiator | D1 ag | RXFP1 antagonist | D1 potentiator | Anesthetic bind | TRHR enhancer | TRHR ag
- Cn1cc(CN2CCN(Cc3cccnc3)CC2)c(-c2ccc3c(c2)OCCO3)n1
  6.2 | 1.2% | 4.8 | -0.9 | -2.4 | -4.2 | -10.2% | 15.7 | -0.2
- COc1ccc(S(=O)(=O)Nc2cc(SCC(=O)O)c(O)c3ccccc23)cc1
  -8.0 | 1.9% | 2.0 | 3.1 | -1.2 | 6.8 | 7.7% | 8.5 | -0.6
- C=CCN=c1scc(-c2ccco2)n1/N=C/c1ccc(O)c(O)c1O
  -7.8 | 3.7% | -34.1 | 1.3 | ? | 0.7 | -3.0% | 11.6 | 0.3
